# Source: PubChem (Sanford-Burnham Center for Chemical Genomics)
# UBC13 inh – human UBC13 polyubiquitination inhibition; UBC13 polyubiquitin chain formation, TR-FRET; inhibition, % at 20 µM; actives 0.47% (n = 330,000); AID 485273; in the data active = inhibition above about 45%, passing the limit was not always enough
# Target sequence (P61088 whole entry, looked up): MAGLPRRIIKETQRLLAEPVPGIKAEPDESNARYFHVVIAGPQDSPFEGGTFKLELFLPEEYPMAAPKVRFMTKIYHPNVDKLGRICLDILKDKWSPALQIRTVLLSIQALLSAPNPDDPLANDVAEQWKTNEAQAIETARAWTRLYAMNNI
# EBI2 antag – EBI2 (human) antagonism; inhibition, % at 5 µM; EBI2 beta-arrestin recruitment, luminescence, 7a,25-OHC stimulated; P32249; actives 0.81% (n = 360,000); in the data active = inhibition above about 38%;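 note: enzyme fragment complementation signal reports receptor beta-arrestin coupling in cells; 0% = agonist plus DMSO wells and 100% = wells without agonist; some results beyond the cut were filed as inactive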
# Target sequence (P32249 whole entry, looked up, the tested form may be a part): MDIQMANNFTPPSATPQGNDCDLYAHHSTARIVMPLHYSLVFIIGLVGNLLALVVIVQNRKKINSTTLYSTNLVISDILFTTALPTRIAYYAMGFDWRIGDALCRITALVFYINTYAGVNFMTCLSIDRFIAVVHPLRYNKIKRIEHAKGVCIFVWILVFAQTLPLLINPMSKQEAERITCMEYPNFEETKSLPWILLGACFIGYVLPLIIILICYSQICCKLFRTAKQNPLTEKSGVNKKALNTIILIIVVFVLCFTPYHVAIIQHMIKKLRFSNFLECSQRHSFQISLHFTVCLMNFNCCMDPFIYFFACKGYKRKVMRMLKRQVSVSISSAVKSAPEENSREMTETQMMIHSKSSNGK
# CCR6 antagonist – blocks CCL20-driven beta-arrestin recruitment at human CCR6 | P51684 | CHO-K1 CCR6 PathHunter beta-arrestin, luminescence, CCL20-stimulated | inhibition, % at 20 µM | actives 0.49% (n = 340,000) | AID 493098;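 active = compounds whose inhibition of the agonist-driven luminescence signal at 20 µM reaches about 50%, limit read from the data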;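 note: cells stimulated with CCL20 at 14 nM final; plate controls were DMSO with CCL20 for no effect and DMSO without agonist for full effect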
# Gli-Sufu antag – blocks Gli-Sufu signaling in a luciferase reporter. Sufu-KO-LIGHT fibroblasts, Gli luciferase reporter luminescence. inhibition, % at 5 µM. actives 0.74% (n = 340,000). AID 588413;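 active = inhibition above about 55%, limit read from the data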;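 note: 0% = DMSO-treated cells and 100% = wells with medium but no cells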
# APJ agonist – activates the human apelin receptor APJ; activation, % at 20 µM; P35414; actives 0.11% (n = 330,000); CHO-K1 APJ PathHunter beta-arrestin, luminescence; 0% DMSO wells, 100% apelin;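 active = activation more than six SD over the plate average, tested at 20 µM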;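 note: 0% = DMSO alone and 100% = apelin-13 at 10 nM; some results filed as inactive read as strong as hits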
# Target sequence (P35414 whole entry, looked up): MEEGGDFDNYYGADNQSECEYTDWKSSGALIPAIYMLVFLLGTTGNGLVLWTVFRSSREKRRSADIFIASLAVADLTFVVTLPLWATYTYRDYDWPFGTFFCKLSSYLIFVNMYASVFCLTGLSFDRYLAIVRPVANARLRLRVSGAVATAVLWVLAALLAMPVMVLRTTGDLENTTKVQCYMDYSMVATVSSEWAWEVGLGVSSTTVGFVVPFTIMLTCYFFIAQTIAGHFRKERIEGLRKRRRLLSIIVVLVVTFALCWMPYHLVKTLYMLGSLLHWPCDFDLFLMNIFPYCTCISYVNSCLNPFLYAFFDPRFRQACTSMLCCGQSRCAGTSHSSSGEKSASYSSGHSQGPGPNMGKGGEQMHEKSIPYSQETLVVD
#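 system = engineered CHO-K1 APJ arrestin reporter cells | input = 1000 cells per well | timing = overnight seeding, 90 min compound at 25 °C, 1 h detection | measured by = enzyme-fragment complementation luminescence | read-out = beta-arrestin recruitment to APJ as agonist activity, luminescent signal | control set = negative DMSO alone, positive Apelin-13 at 10 nM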
# APJ antagonist – blocks the human apelin receptor APJ; P35414; CHO-K1 APJ beta-arrestin complementation, luminescence; inhibition, % at 20 µM; actives 0.32% (n = 330,000);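 active = inhibition above about 40% at 20 µM, limit read from the data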;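 note: cells challenged with 10 nM apelin-13 agonist together with compound; plate controls were apelin-13 plus DMSO wells for no effect and DMSO wells lacking apelin-13 for full effect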
# ATG4B inhibitor – blocks human ATG4B protease cleavage of LC3 substrate; Q9Y4P1; ATG4B cleavage of LC3-PLA2, NBD-HPC fluorescence, 1 h; inhibition, % at 8.33 µM; actives 0.51% (n = 340,000); AID 504462; in the data active = inhibition above about 40%
# CXCR6 block – CXCR6 (human) receptor inhibition | O00574 | CHO-K1 PathHunter CXCR6 beta-arrestin, luminescence | inhibition, % at 20 µM | actives 0.36% (n = 360,000) | AID 602244; in the data active = inhibition above about 34%, passing the limit was not always enough;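 note: antagonist mode with CXCL16 agonist at 10 nM final; 0% = 10 nM CXCL16 with DMSO and 100% = unstimulated wells without agonist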
# * = called active by the depositor; · = not tested or not shown. Not a hit list. About 3% of those tested had a hit in this group.
SMILES,UBC13 inh,EBI2 antag,CCR6 antagonist,Gli-Sufu antag,APJ agonist,APJ antagonist,ATG4B inhibitor,CXCR6 block
N#Cc1cccn1-c1nccs1,5,12,5,3,-1,-6,-4,-2
O=C(NCCN1CCN(c2ccccc2)CC1)C1CCN(S(=O)(=O)N2CCOCC2)CC1,·,-2,2,-24,·,·,-7,-10
Cc1cccc(NS(=O)(=O)c2ccc(C(=O)NCCCN3CCCC3=O)cc2)c1C,-9,-7,-1,6,-1,-5,2,-13
CC(C)(C)NC(=O)CN1CCN(C(=O)CCl)CC1,-2,-1,-2,4,-1,17,-1,-10
O=[N+]([O-])c1ccccc1S(=O)(=O)c1ccccc1,-8,-2,3,5,0,-17,-5,-2
CCN(CC)CCCNC(=O)c1cc2c(-c3cccc(OC)c3)nn(C)c2s1,33,-4,9,6,-1,-2,-7,5
Cc1ccc(-c2nnn(CC(=O)N(c3cccc(F)c3)C(C(=O)NC(C)(C)C)c3ccco3)n2)o1 (stereo unspecified),-2,13,16,8,-2,-1,-4,-6
Cc1cccc(NC(=O)c2cc(NC(=O)C3CCCCC3C(=O)O)ccc2N2CCCCC2)c1 (stereo unspecified),18,16,20,7,-3,3,18,2
O=C(NCc1cccnc1)c1ccc(NS(=O)(=O)c2ccc(F)cc2)cc1,-8,0,-9,4,1,-7,4,-5
Cc1c(Br)c(-c2n[nH]c(=S)n2Cc2ccco2)nn1C,-2,3,9,-6,0,-34,-9,-12
COc1ccc(NS(=O)(=O)c2cccc(C(=O)NCC(c3ccc(OC)cc3)N3CCCC3)c2)cc1 (stereo unspecified),16,-1,6,27,-2,6,-4,6
CCC(=O)Nc1ccc(-c2csc(NNC(C)=O)n2)cc1,3,-6,7,-10,0,-1,3,6
COc1cc(O)oc1C=Nc1ccc(Cl)cc1,-16,6,-6,2,8,-17,9,2
Cc1ccc(OCCNC(=O)c2cc(-n3cnnc3)ccc2Cl)cc1C,-3,15,0,-2,2,19,-3,0
CSc1ncccc1C(=O)NCCc1ccccc1F,9,-7,5,-1,-4,-22,3,0
Cc1cccc(C)c1NC(=O)C1(N(Cc2ccco2)C(=O)CC2NC(=O)NC2=O)CCCC1 (stereo unspecified),-2,-9,6,9,0,-14,-12,5
N#C/C(=C\c1ccc2c(c1)OCCO2)C(=O)Nc1ccc(C(=O)O)cc1,-4,-16,0,-33,-4,-20,-5,10
CCCC(=O)NC(c1ccc(C)cc1)c1ccc2cccnc2c1O (stereo unspecified),-5,0,35,89*,-4,1,-1,4
CC(=O)c1c(N2CCN(c3ccc(F)cc3)CC2)nc(=S)n(Cc2ccccc2)c1C,12,-3,25,15,-3,15,12,3
CCOC(=O)c1c(C2CC2)csc1NC(C)=O,1,2,6,6,3,-16,-11,1

# By substructure, the entries above containing a cyano group
SMILES,UBC13 inh,EBI2 antag,CCR6 antagonist,Gli-Sufu antag,APJ agonist,APJ antagonist,ATG4B inhibitor,CXCR6 block
N#Cc1cccn1-c1nccs1,5,12,5,3,-1,-6,-4,-2
N#C/C(=C\c1ccc2c(c1)OCCO2)C(=O)Nc1ccc(C(=O)O)cc1,-4,-16,0,-33,-4,-20,-5,10

# Ordered by value in UBC13 inh (rising): three of the compounds above
SMILES	UBC13 inh
Cc1ccc(-c2nnn(CC(=O)N(c3cccc(F)c3)C(C(=O)NC(C)(C)C)c3ccco3)n2)o1 (stereo unspecified)	-2
CCC(=O)Nc1ccc(-c2csc(NNC(C)=O)n2)cc1	3
CCN(CC)CCCNC(=O)c1cc2c(-c3cccc(OC)c3)nn(C)c2s1	33

# Further entries follow:
SMILES,UBC13 inh,EBI2 antag,CCR6 antagonist,Gli-Sufu antag,APJ agonist,APJ antagonist,ATG4B inhibitor,CXCR6 block
C=CCn1c(SCC(=O)Nc2ncc(Cc3ccc(Br)cc3)s2)nnc1-c1ccncc1,3,-3,-11,-24,7,6,6,-3
CC(=O)c1cn(CC(=O)Nc2ccccc2Cl)c2ccccc12,1,-1,7,42,4,-7,2,6
COc1ccccc1[C@@H]1C(c2cccc(C)c2)=NN(c2ccccc2)[C@H]1C(=O)N1CCOC1=O,46*,7,11,-1,-1,12,-2,5
CCCn1c(N2CCN(CC(=O)c3c(C)n(C)c4ccc(OC)cc34)CC2)nc2c1c(=O)[nH]c(=O)n2C,18,2,-10,4,-1,6,2,1
CC(OC(=O)Cc1ccsc1)C(=O)Nc1ccc(Cl)cn1 (stereo unspecified),3,-9,9,-6,3,-34,-11,6
CC(C)Sc1nc2sc3c(c2c2nnc(SCC(=O)NCc4ccco4)n12)CCCC3,-20,25,22,-1,-4,18,7,6
CCc1ccc(NC(=O)COC(=O)C2(c3ccc(Cl)cc3)CCCC2)cc1,7,-6,27,-9,0,3,9,-18
COc1ccccc1/C=N/NC(=O)COCC(=O)N/N=C/c1ccccc1OC,5,5,8,-8,0,0,-11,8
Cc1cccc(OCC(=O)Nc2ccc(N3CCN(C(=O)c4ccccc4)CC3)cc2)c1,5,19,3,9,-2,-10,-6,-16
COc1cc(NC(=O)CN2CCCCC2C)c(C)cc1[N+](=O)[O-] (stereo unspecified),6,-5,10,15,-3,-14,4,2
CCc1cc(=O)[nH]c(SCc2cccnc2)n1,2,-1,3,-5,2,-36,-3,-16
COC(=O)c1c(N2C(=O)CC(Sc3ccccc3C(=O)O)C2=O)sc(C)c1C (stereo unspecified),-3,2,0,0,-3,0,3,-2
Cc1c(NS(C)(=O)=O)c(=O)n(-c2ccccc2)n1C,2,-14,6,-35,5,1,-8,-2
CCN(CC(O)Cn1c2ccccc2c2ccccc21)S(=O)(=O)c1ccc(F)cc1 (stereo unspecified),0,3,-2,1,4,-17,-1,-6
Cc1ccc(C(=O)Oc2ccc(Br)cc2C(=S)N2CCOCC2)cc1,-4,-1,18,7,-5,-17,4,11
COc1ccccc1NS(=O)(=O)c1cccc(C(=O)N/N=C/c2ccc(OCC(=O)O)cc2)c1,-15,-10,15,-4,-1,-7,1,-8
Nc1cc(S(=O)(=O)N2CCCCC2)ccc1Oc1ccccc1,6,-1,13,11,-5,7,-2,-2
CC(=O)c1c(COC(=O)c2ccc(C)cc2)nc2ccccc2[n+]1[O-],2,7,-1,-6,6,5,0,0
COc1ccc(C)cc1NC(=O)C1CC1c1ccccc1 (stereo unspecified),0,-4,15,42,2,-2,-5,-11
CC(CN1C(C)CCCC1C)OC(=O)c1cccc(Br)c1 (stereo unspecified),10,9,9,2,-4,-6,-6,6

# Random excerpt: two records from the list, in no set order.
SMILES,UBC13 inh,EBI2 antag,CCR6 antagonist,Gli-Sufu antag,APJ agonist,APJ antagonist,ATG4B inhibitor,CXCR6 block
Cc1ccc(C(=O)Oc2ccc(Br)cc2C(=S)N2CCOCC2)cc1,-4,-1,18,7,-5,-17,4,11
CC(=O)c1c(COC(=O)c2ccc(C)cc2)nc2ccccc2[n+]1[O-],2,7,-1,-6,6,5,0,0

# (further entries)
SMILES,UBC13 inh,EBI2 antag,CCR6 antagonist,Gli-Sufu antag,APJ agonist,APJ antagonist,ATG4B inhibitor,CXCR6 block
COC(=O)c1ccc(NC(=O)CN(C2CCCCC2)S(C)(=O)=O)cc1,-10,-1,10,-16,2,-6,-3,-7
Cc1cccnc1NC(=S)NC(=O)c1cccs1,10,-7,15,-94,-3,23,-8,-3
CC(C)N(CCO)C(=O)CCc1nnc(CCCc2ccccc2)o1,-2,-10,-2,-4,0,1,-7,0
CCNC(=O)C(=O)Nc1ccc([N+](=O)[O-])cc1,-5,-1,6,-1,-2,-1,-5,-8
CCn1cc(C(=O)NCC(OC)OC)c(=O)c2cc(S(=O)(=O)N3CCCC3)ccc21,-6,-15,12,-12,-2,-1,-5,-5
Cc1sc2ncnc(N3CCC(C(=O)Nc4sc5c(c4C(N)=O)CCC(C)C5)CC3)c2c1C (stereo unspecified),-2,14,-1,12,-1,-8,-5,11
CCN(C(=O)COC(=O)/C=C/c1ccco1)C1CCCCC1,-10,6,7,-6,-2,11,5,0
COc1cc(C(=O)Nc2ccc(S(=O)(=O)NC(C)C)cc2)cc(OC)c1OC,12,-1,9,7,-2,12,5,6
CC1CCN(C(=O)CCc2nnc3ccc(N4CCC5(CC4)OCCO5)nn23)CC1,-1,4,2,22,-2,4,-6,6
Cc1cnc(C(=O)OCc2ccc(Br)cc2F)cn1,0,1,4,4,2,-3,-4,21
O=C(Nc1ncccc1O)c1cc2ccccc2o1,-18,-11,12,-44,11,5,-7,0
O=C(C1=C[C@@H](c2ccc3c(c2)OCO3)C[C@@H](OCCCCO)O1)N1CCN(Cc2ccc3c(c2)OCO3)CC1,11,2,13,0,-2,3,0,-2
CCS(=O)(=O)N1Cc2ccccc2CC1C(=O)Nc1nc(C)cs1 (stereo unspecified),-6,7,3,-9,-1,19,7,10
CCn1cc(S(=O)(=O)Nc2cc(C(=O)OC)ccc2C)cn1,5,-3,0,1,2,5,0,-1
COc1ccccc1CNC(=O)c1c(N)n(CCCN2CCOCC2)c2nc3ccccc3nc12,·,22,-25,8,·,·,-28,-12
NC(=O)COC(=O)c1ccccc1SCC(=O)NC1CCCCCCC1,-5,-9,9,-11,-5,-2,0,-7
Cc1cccn2c(=O)c3cc(C(=O)NCCC4=CCCCC4)n(C)c3nc12,9,4,-3,12,2,9,5,-8
CCOc1ccc(C(=O)/C=C/c2ccc(OC)c(OC)c2)cc1,-4,15,3,2,1,18,-11,1
COc1ccccc1OCC(=O)Nc1ccccc1C(=O)NCc1cccnc1,-1,-8,8,-13,0,8,-8,-8
CNC[C@H](O)c1cccc(O)c1,-4,2,14,-13,-5,11,-8,-3
COCCNC(=O)c1ccc2c(=O)n(CCCN3CCCC3=O)c(=S)[nH]c2c1,-1,2,-5,6,-1,-12,5,-5
CC1(C)CC(=O)C(=C2SCCCS2)C(=O)C1,0,-15,16,1,-1,15,-7,-3
Cc1ccc(/C=N/Nc2ncnc3nc[nH]c23)cc1,10,4,-10,-34,-4,-3,-2,-6
Cc1nc(SCCO)c2oc3ccccc3c2n1,-10,12,16,0,4,3,3,2
CCCc1nc2ccccc2c(=O)n1CC(=O)c1ccccc1,6,3,6,-7,-1,4,-7,-1

# Entries listed so far that have a tert-butyl group (two):
SMILES,UBC13 inh,EBI2 antag,CCR6 antagonist,Gli-Sufu antag,APJ agonist,APJ antagonist,ATG4B inhibitor,CXCR6 block
CC(C)(C)NC(=O)CN1CCN(C(=O)CCl)CC1,-2,-1,-2,4,-1,17,-1,-10
Cc1ccc(-c2nnn(CC(=O)N(c3cccc(F)c3)C(C(=O)NC(C)(C)C)c3ccco3)n2)o1 (stereo unspecified),-2,13,16,8,-2,-1,-4,-6
